MC4R ag barr: MC4R agonists recruiting beta-arrestin, primary screen, cell-based, luminescence, agonist arm of biased-ligand search; Melanocortin receptor 4 (Homo sapiens), P32245; activation, % at 8.9 µM; 0.98% of 360,000 active; U2OS MC4R beta-arrestin complementation; percent of melanotan II response, DMSO zero;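 active means activation above a per-plate cutoff, the mean activation of sample wells on that plate plus 3 SD, cut at about 8% in these data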
aDG glyco up: activators of alpha-DG glycosylation, primary screen, uHTS, Pro5-aDG cells, AlphaScreen | activation, % at 10 µM | 0.22% of 360,000 active | alpha-DG glycosylation AlphaScreen (IIH6); 0% Pro5, 100% B10-LARGE cell signal;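 active means activation of at least 8% versus controls, or a plate z-score of at least 8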;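 further: Pro5 are CHO cells carrying HIG-tagged alpha-DG that lacks glycosylation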
Exocytosis inh: LAMP-1 surface exposure blockers, TALL-104 cells – cell-based, flow cytometry, MLPCN library, primary screen; TALL-104 LAMP-1 surface exposure; cells stimulated with thapsigargin and PMA; inhibition, % at 10 µM; 0.66% of 360,000 active;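 active means inhibition above about 55%, limit read from the data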
N-glyco inh: increase of ERlucT glycosylation luciferase signal, primary screen, N-linked glycosylation inhibitor project, D54 ERlucT cells, luminescence, set 2 | D54 ERlucT glycosylation luciferase reporter, 24 h; percent of 100 nM tunicamycin response | reporter increase, % at 12.5 µM | 0.23% of 360,000 active;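 active means mean luciferase reporter signal, scaled so untreated is 0 and the glycosylation-blocking control 100, at or above a set limit in every replicate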;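 further: luciferase carries N-glycosylation sites so blocking glycosylation raises the light; 0% = median of neutral control wells and 100% = median of 100 nM tunicamycin wells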
MC4R antag cAMP: MC4R antagonists of cAMP signaling, primary screen, cell-based, TR-FRET, antagonist arm of biased-ligand search; MC4R-expressing cells, MTII-stimulated cAMP, LANCE TR-FRET; 0.48% of 360,000 active; inhibition, % at 6.5 µM; Melanocortin receptor 4 (Homo sapiens), P32245;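 active means inhibition above its plate's cutoff, the mean of tested wells on that plate plus 3 SD, cut at about 29% in these data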;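 further: 0% = Melanotan II alone and 100% = Melanotan II plus saturating MCL0020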
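System: U2OS cells stably expressing human melanocortin 4 receptor (MC4R). Reagent: Melanotan II challenge after compound preincubation. Doses: 6.5 µM. Times: 30-min compound, 1-h challenge, 1-h detection, room temperature. Measured by: TR-FRET with Eu-cAMP and labeled anti-cAMP, 671 nm. Replicates: singlicate.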
ABHD5-PLIN5 inh: ABHD5-PLIN5 interaction inhibitors, primary screen, cell lysate, split luciferase complementation, luminescence; Perilipin-5 (Homo sapiens) + 1-acylglycerol-3-phosphate O-acyltransferase ABHD5 (Homo …; Split G. princeps luciferase complementation, 4 h; inhibition, % at 4 µM; 0.78% of 360,000 active; AID 602281, 2012;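 active means inhibition above the mean inhibition across every tested compound plus 3 SD, cut at about 22% in these data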;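 further: 0% = DMSO only wells and the 100% control is not disclosed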
Target sequence (Q00G26 whole entry, looked up): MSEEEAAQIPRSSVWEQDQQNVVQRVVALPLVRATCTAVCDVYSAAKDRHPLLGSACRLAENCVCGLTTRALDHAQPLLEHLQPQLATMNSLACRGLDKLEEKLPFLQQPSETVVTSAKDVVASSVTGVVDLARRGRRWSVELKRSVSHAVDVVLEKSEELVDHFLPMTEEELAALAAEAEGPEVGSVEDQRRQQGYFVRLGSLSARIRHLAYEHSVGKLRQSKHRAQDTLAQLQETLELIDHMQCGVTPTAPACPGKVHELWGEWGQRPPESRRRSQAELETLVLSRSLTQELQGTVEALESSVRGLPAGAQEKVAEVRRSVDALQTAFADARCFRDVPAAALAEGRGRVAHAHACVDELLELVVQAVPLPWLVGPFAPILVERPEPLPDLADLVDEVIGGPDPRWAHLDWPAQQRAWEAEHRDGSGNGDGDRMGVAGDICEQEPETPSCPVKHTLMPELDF
Target sequence (Q8WTS1 whole entry, looked up): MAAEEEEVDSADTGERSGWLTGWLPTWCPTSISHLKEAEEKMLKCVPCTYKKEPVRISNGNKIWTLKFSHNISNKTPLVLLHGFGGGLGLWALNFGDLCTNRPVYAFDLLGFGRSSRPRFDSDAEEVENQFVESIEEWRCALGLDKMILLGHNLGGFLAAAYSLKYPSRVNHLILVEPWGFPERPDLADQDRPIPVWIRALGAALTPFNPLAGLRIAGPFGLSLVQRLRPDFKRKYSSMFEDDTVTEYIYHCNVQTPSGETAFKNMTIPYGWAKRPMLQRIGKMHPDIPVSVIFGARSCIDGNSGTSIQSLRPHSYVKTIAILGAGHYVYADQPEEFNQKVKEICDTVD
iPSC survival up: enhancers of single-cell hiPSC survival, primary screen, ATPlite luminescence. 0.044% of 360,000 active. 100% = ROCK inhibitor wells, 0% = DMSO. survival enhancement, % at 20 µM. AID 602274, 2012; in the data active means survival enhancement above about 18%;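 further: cells exposed to compounds for 16 hours before the ATP read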
ABCB6 inh MLPCN: ABCB6 transporter inhibitors, primary screen, K562-ABCB6 cells, flow cytometry, MLPCN library; ATP-binding cassette sub-family B member 6 (Homo sapiens), Q9NP58; K562-ABCB6 porphyrin accumulation, 1 h; hits give low values; fluorescence ratio to DMSO, % at 10 µM; 0.19% of 360,000 active;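 active means fluorescence ratio to DMSO below 75%, the collection mean minus 3 SD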;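 further: signal is porphyrin accumulated inside mitochondria; 100% equals median channel fluorescence of DMSO control wells; lower ratio means ABCB6 inhibition with less porphyrin fluorescence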
HTR2A ag: mouse Htr2a agonists via beta-arrestin recruitment, primary screen, cell-based, luminescence. 5-hydroxytryptamine receptor 2A (Mus musculus), P35363. CHO-K1 mHTR2A beta-arrestin complementation; percent of 30 µM serotonin response. activation, % at 7.6 µM. 0.66% of 360,000 active;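 active means activation above a run cutoff, the mean activation of all tested compounds plus 3 SD, cut at about 14% in these data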;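 further: 0% = plate median of compound wells and 100% = 30 µM serotonin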
Cardio protect: cardioprotection against H2O2-induced cell death, primary screen, uHTS, H9c2 cells, ATPLite luminescence; H9c2 cardiomyocytes, H2O2 injury protection, 2 h; protection from H2O2 cell death, % at 20 µM; 0.63% of 360,000 active; AID 588492, 2011;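 active means compounds giving at least 50% protection of heart cells from peroxide-induced death in the single-dose screen, raw or plate-pattern-corrected value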;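 further: 0% = DMSO wells with peroxide and 100% = DMSO wells without peroxide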
* hit, by the source's call.

SMILES	MC4R ag barr	aDG glyco up	Exocytosis inh	N-glyco inh	MC4R antag cAMP	ABHD5-PLIN5 inh	iPSC survival up	ABCB6 inh MLPCN	HTR2A ag	Cardio protect
O=C(Nc1c2c(nn1-c1ccc(F)cc1)CS(=O)(=O)C2)C1CCCC1	-1.7	-0.1	-1	1	-2	1	-0.4	94	3	0
O=C(Nc1ccc(Cl)cn1)C1CCCN1S(=O)(=O)c1ccccc1 (stereo not drawn)	-0.2	-0.1	3	-1	15	4	8.2	95	-2	-1
COc1cc(C(=O)NCc2nnc(SCC(=O)Nc3nccs3)o2)cc(OC)c1OC	0.1	-0.2	3	0	-3	-1	0.4	89	-1	3
O=C(N=Nc1c(O)[nH]c2ccc(Cl)cc12)c1cc(-c2cccs2)nc2ccccc12	1.6	-0.7	-4	2	2	2	-0.8	101	-4	-4
COc1ccc(C(=S)N2CCN(C)CC2)cc1Br	-3.6	-0.1	-2	0	12	4	7.9	114	-6	-2
C=CCN1CCN(C(c2ccc(Cl)cc2)c2nnnn2CCc2ccc(OC)c(OC)c2)CC1 (stereo not drawn)	-2.1	0.2	11	0	3	3	-1.9	96	6	6
CC1(C(=O)N2CCC(CC3CC(c4cccc(Br)c4)=NO3)(C(=O)NCC3CCCCC3)CC2)CC1 (stereo not drawn)	0.4	1.8	-5	-3	-5	-5	-2.5	103	-11	3
COC(=O)c1c(NC(=O)c2ccccc2F)sc(C(=O)N2CCOCC2)c1C	-1.7	-0.1	11	-1	12	3	-0.7	102	1	30
CCN(CC)C(=O)CSc1nc2cc3c(cc2c(=O)n1Cc1ccc2c(c1)OCO2)OCO3	-1.1	0.0	-1	-3	15	-2	-3.6	98	-3	3
CC[C@@H]1C=C(C(=O)O)[C@H](c2ccc3c(c2)OCO3)N1S(=O)(=O)c1ccc(C)cc1	-2.5	-0.2	-13	1	2	7	0.3	99	3	0
Cc1nc2ccccc2c2c1C(=O)N(c1ccc(C(=O)O)cc1)C2=O	-1.3	-0.4	-6	3	14	0	0.1	102	1	6
Cc1ccc(NC(=S)N2CCC(N(C)CC3CCCO3)CC2)cc1C (stereo not drawn)	-1.4	0.1	-1	1	9	-9	-0.2	98	-2	12
Nc1nonc1-c1nc2ccccc2n1CC(=O)O	-1.5	-0.1	-3	1	4	-6	2.6	90	-3	6
Cc1nn(C)c(C(=O)Nc2ccn(Cc3ccccc3F)n2)c1[N+](=O)[O-]	-2.2	0.0	2	0	3	-2	7.8	100	5	1
N#CC(C#N)=C1c2cc(S(N)(=O)=O)ccc2-c2ccc(S(N)(=O)=O)cc21	-4.3	-0.3	-2	-1	-3	-4	-4.1	84	-3	-3
C[C@@H](C(=O)NCc1ccccc1)N1C(=O)C2CC=CCC2C1=O (stereo partly drawn)	-0.7	0.2	5	1	-2	4	0.2	86	0	4
COc1ccc(/C=N/NC(=O)C2C3CCCCC32C)cc1OC (stereo not drawn)	-1.1	0.7	-1	-3	-1	-5	2.5	101	2	8
Clc1ccc2oc(-c3ccccn3)nc2c1	-1.5	0.2	-1	-5	-7	0	-5.8	122	6	-16
CCOc1ccc2nc3c(cc2c1)CN(CCCO)C(=NCCOC)S3	-0.6	1.1	-1	4	16	5	-0.6	89	-5	2
CC1CCCC(NC(=O)C2c3ccccc3C(=O)N2Cc2cccs2)C1C (stereo not drawn)	0.9	0.3	-5	2	-3	2	-0.4	97	-7	1
CCOC(=O)/C(C#N)=C/C1=C(N2CCCC2)CC(C)(C)OC1	-2.3	0.0	2	-1	2	-1	-0.2	95	0	0
CCCN(C(=O)Cn1ncc2c([nH]c3ccccc32)c1=O)c1ccccc1C	2.0	0.1	-5	8	-1	-1	0.1	102	-4	18
CCOC(=O)c1cc(C)nc(Sc2ccc(C)cc2)c1C#N	-1.5	-0.2	17	15	-18	1	0.7	98	3	-9
Cc1ccc(-c2nc(COC(=O)c3c(C)noc3C)cs2)cc1	-0.4	2.6	-4	0	9	3	-3.5	96	0	-12
O=C(Nc1cccc(C(F)(F)F)c1)C1CCCN(c2ncccn2)C1 (stereo not drawn)	0.2	0.3	2	0	0	-1	0.1	100	-6	-4
COC(=O)CN1C(C)=Nc2ccc(Br)cc2C1c1ccccc1 (stereo not drawn)	-2.1	2.9	7	1	3	7	1.5	86	1	7
CC1CCCCC1NC(=O)CSc1nc2ccccc2c(=O)n1Cc1ccco1 (stereo not drawn)	-2.9	0.1	3	0	13	-4	-0.4	108	5	-3
COC(=O)c1ccc(C(=O)OC)c(NC(=S)N2CCC(N3CCCCC3)CC2)c1	-0.5	-0.2	-1	-2	4	-5	-0.6	99	9	-4
COC(=O)c1ccc(S(=O)(=O)N2CCc3ccccc3C2)cc1	0.5	0.0	-4	2	7	8	-0.7	100	0	-4
COc1ccc(C(=O)CCN2CCCC(C)C2)cc1 (stereo not drawn)	-3.2	0.5	71*	-2	26	5	-0.3	97	-1	-21
C=CCn1c(SCc2c(C)noc2C)nc2cc(C(=O)O)ccc2c1=O	-3.5	-0.2	0	4	-24	1	-1.3	96	1	6
CCOC(=O)c1nn(-c2ccc(OCC)cc2)c2nc(CC(C)C)c(C#N)c(=O)n12	0.7	-0.1	2	0	6	3	-2.2	87	6	-8
COc1ccc(NC(=O)C2(C)CCN2Cc2cccc(OC)c2F)cc1OC (stereo not drawn)	-1.7	-0.1	0	1	11	4	3.5	91	0	9
COc1ccc(NC(=S)N2CCN(C(c3ccccc3)c3ccccc3)CC2)cc1OC	-1.6	0.5	-1	-2	29*	-2	4.1	96	-8	7
Cc1ccc(OCCNC(=O)c2cccc(S(=O)(=O)N3CCN(Cc4ccccc4)CC3)c2)cc1	1.5	0.4	0	-6	16	2	-0.6	99	6	-11
Cc1c(C)c2c(OCC(=O)N[C@@H](C)C(=O)O)cc3c(c2oc1=O)CCC(C)(C)O3	2.8	-0.1	-5	-1	4	-5	-0.5	97	-7	0
Cc1cc(OCCN2CCOCC2)ccc1C(C)C	-0.7	-0.2	-9	0	10	6	-0.3	98	-3	4
COc1cccc(C(=O)N2CCN(Cc3ccc(OC)cc3OC)CC2)c1	-1.6	0.1	2	0	8	-2	-0.2	104	0	0
CCc1nnc(SCC(=O)NC2CCCC2)nc1CC	2.7	-0.1	4	1	-2	10	-0.2	97	11	2
Cc1ccc2nc(C(Cl)(Cl)Cl)nc(N/N=C/c3ccc([N+](=O)[O-])cc3)c2c1	-2.0	0.8	1	-2	1	-11	-0.6	110	-2	-18
O=C(O)CSCC(=O)NCc1c(Cl)cccc1Oc1ccccc1	-1.0	0.1	-6	2	9	0	-0.5	97	2	-6
CCc1c(C)nc2ncnn2c1NCCc1ccccc1	0.1	2.3	1	-8	5	-2	1.8	86	1	-15
C[C@H](O)[C@H](O)[C@H]1CNc2nc(N)[nH]c(=O)c2N1	1.0	-0.4	4	1	-2	-14	4.7	105	5	-14
CCOc1nnc(C)c2c(C)n(-c3cccc(OC)c3)nc12	-2.0	0.1	-4	1	6	6	-0.4	106	3	-2
O=C1Nc2ccccc2C12OCCCO2	-1.3	-0.2	7	1	-6	-2	-3.9	194	2	2
Cc1ccc(CNC(=O)CCNS(=O)(=O)c2cccc3nonc23)cc1	-0.4	0.0	2	0	18	5	-2.1	101	0	5
c1ccc(-c2ccc(OCCOCCn3cncn3)cc2)cc1	-0.7	0.2	0	1	7	5	-1.7	89	-2	-8
CCSc1nnc(CNC(=O)c2ccccc2F)n1-c1ccccc1OC	-2.9	0.0	11	0	-3	-5	2.7	88	12	-2
CN(C)NC(=S)NC1CCS(=O)(=O)C1 (stereo not drawn)	-0.8	0.0	-3	2	3	7	0.0	96	-4	2
COC(=O)c1cccc(N2C(=O)c3cccnc3C2=O)c1	0.1	0.0	5	3	0	6	-1.3	98	2	-2
COc1ccc(CN(C)C(C)C(=O)N(C)CC(=O)Nc2ccc(C)cc2)cc1F (stereo not drawn)	-1.5	0.2	4	2	-4	2	-0.4	103	-6	7
COc1ccc(OC)c(-n2c(-c3cc(-c4ccccc4)n[nH]3)n[nH]c2=S)c1	0.0	-0.3	-4	6	0	-4	-1.5	99	-1	-4
O=[N+]([O-])c1ccccc1OCCNCc1ccccc1	0.1	0.0	-8	-2	10	-3	0.1	97	-4	2
COc1cc(/C=C(/C#N)c2ccc(F)cc2)ccc1Oc1ccc([N+](=O)[O-])cn1	4.0	0.9	1	-10	5	-6	1.9	100	-3	-18
Cc1cccc(CS(=O)(=O)Cc2ccc(C(=O)NCc3cccnc3)o2)c1	4.4	0.0	-5	-2	10	1	6.3	102	4	0
CCOC(=O)CSc1nc(N(C)C)nc(N(C)C#N)n1	-1.5	0.1	-2	0	8	-7	3.3	107	0	20
COc1cccc(CNS(=O)(=O)c2ccccc2Br)c1OC	-2.7	0.0	0	2	-3	9	-1.0	99	-1	-5
O=C(CCN1C(=O)S/C(=C\c2ccc(Cl)cc2)C1=O)Nc1ccc(C(=O)O)cc1	-2.0	-0.3	-3	0	0	-4	0.0	99	2	-3
CCc1nc2c(OCc3ccc(C(F)(F)F)cc3)cccn2c1N(C)C(=O)c1ccco1	1.2	0.0	-9	-2	-14	-3	5.2	94	-4	-3
O=C(Nc1ccc2c(c1)CCC2)c1ccc(Br)o1	0.6	-0.1	-2	-5	3	-2	-1.1	96	2	-12

Pulled by compound from the list above, two records:
SMILES	MC4R ag barr	aDG glyco up	Exocytosis inh	N-glyco inh	MC4R antag cAMP	ABHD5-PLIN5 inh	iPSC survival up	ABCB6 inh MLPCN	HTR2A ag	Cardio protect
Cc1ccc(NC(=S)N2CCC(N(C)CC3CCCO3)CC2)cc1C (stereo not drawn)	-1.4	0.1	-1	1	9	-9	-0.2	98	-2	12
C=CCn1c(SCc2c(C)noc2C)nc2cc(C(=O)O)ccc2c1=O	-3.5	-0.2	0	4	-24	1	-1.3	96	1	6

Next section:
SMILES	MC4R ag barr	aDG glyco up	Exocytosis inh	N-glyco inh	MC4R antag cAMP	ABHD5-PLIN5 inh	iPSC survival up	ABCB6 inh MLPCN	HTR2A ag	Cardio protect
CC(=O)N1CCc2cc(S(=O)(=O)CCC(=O)N3CCN(c4ccccc4)CC3)ccc21	-0.3	1.7	-2	-2	0	3	-0.5	85	11	-6
CCCCNS(=O)(=O)c1cccc(S(=O)(=O)N2CCCC2)c1	0.0	0.2	2	0	3	-3	3.7	95	-3	-5
O=c1sc(/C=N/Nc2ccccc2)c(Cl)n1Cc1ccccc1	6.2	-0.4	-2	-2	19	-1	1.5	100	-5	-2
O=C(C1=C(O)C(=O)N(Cc2ccco2)C1c1cccnc1)c1cc2ccccc2o1 (stereo not drawn)	-0.8	0.0	10	0	16	17	-1.1	111	7	-6

Source: PubChem BioAssay
